Source: PubChem (National Center for Advancing Translational Sciences (NCATS))
ELG1 genotox: inducers of genotoxicity in HEK293T ELG1-luciferase cells; HEK293T ELG1-luciferase reporter, luminescence, 16 h; Potency, µM (titrated, usually from 46 µM), for inactives: at the top dose activity change, positive = activation, usual class: activators; 1.3% of 330,000 active; further: potency means the concentration at half of the fitted maximal effect; % of control where 0% means no effect; nearly all actives have a fitted effect of over 60% in size
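HEK293T cells expressing luciferase-tagged ELG1 were treated with compound or DMSO for 16 hr at 37°C. Luciferase activity was then read after 30 min with ONE-Glo at room temperature; rising signal flags genetic stress.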
PTAP TSG101 blk: blocks PTAP/TSG101 interaction to inhibit HIV-1 budding; Q99816; Fluorescence polarization, FITC-PTAP peptide / Tsg101 binding; Potency, µM (highest dose often 115 µM), for the others: at the highest dose activity change, negative = inhibition, usual class: inhibitors; 340,000 tested, under 10 active; AID 493005; active means well fitted inhibition curve with a large enough effect in the main read-out, with a control signal flat, not every such curve was filed as active; inconclusive means small, poorly fitted or top-dose-only effect, or effect the other way, or a change in a side signal; inactive means no such curve, though single readings can be large or run the other way; further: potency means the concentration at half of the fitted maximal effect; % of control where 0% means no effect
Target sequence (Q99816 whole entry, looked up): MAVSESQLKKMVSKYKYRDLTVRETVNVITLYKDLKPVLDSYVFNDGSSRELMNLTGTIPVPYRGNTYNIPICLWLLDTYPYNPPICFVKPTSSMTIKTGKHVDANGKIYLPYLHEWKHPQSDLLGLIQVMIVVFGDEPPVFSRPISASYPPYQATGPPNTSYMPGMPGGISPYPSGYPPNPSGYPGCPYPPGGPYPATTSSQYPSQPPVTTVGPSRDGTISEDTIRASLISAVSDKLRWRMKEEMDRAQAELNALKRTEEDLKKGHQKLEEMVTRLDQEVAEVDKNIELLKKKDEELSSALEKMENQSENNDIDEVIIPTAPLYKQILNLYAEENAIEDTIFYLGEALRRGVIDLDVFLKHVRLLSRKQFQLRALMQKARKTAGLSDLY
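Fluorescence polarization binding of Tsg101 binding domain (10 uM final) to FITC-labeled PTAP peptide (50 nM final) in HEPES pH 7.5 buffer with NaCl, Tween 20, EDTA, TCEP. Compounds added before peptide; binding 20 min at RT.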
B2AR arrestin: agonists driving beta-arrestin recruitment to human beta2-adrenergic receptor; P07550; beta-arrestin recruitment to beta2AR, cell-based reporter; Potency, µM (series often up to 46.1 µM), inactives show top-dose activation, hits mostly activators; 0.02% of 330,000 active; AID 492947;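 further: potency means the concentration at half of the fitted maximal effect; 0% = DMSO controls and full agonism = EC100 isoproterenol or metaproterenol; nearly all actives have a fitted effect of over 65% in size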
p53 reactivator: re-activators of mutant p53 | Potency, µM (series often up to 92.2 µM), inactives show at the highest dose activity change, positive = activation, actives largely listed as activators | H1299 p53-A138V BP100-luciferase reporter, luminescence, 24 h | 0.063% of 320,000 active; further: potency means the concentration at half of the fitted maximal effect; % of control where 0% means no effect; nearly all actives have a fitted effect of over 45% in size
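H1299 (p53-null), stable ts p53-A138V + BP100-Luc; 1000 cells/well, Opti-MEM/10% FBS; cpd 4 pt, 1:5; 24 h, 37 deg C, 5% CO2; detection reagent 10 min RT; luminescence.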
BRCA1 expr up: activators of BRCA1 expression. MCF7-BRCA1-FFLuc reporter, luminescence, 48 h; response scale: scaled: vehicle 0%, 10 µM genistein 100%. Potency, µM (top dose mostly 46.1 µM), without a hit: at the highest dose activation, most hits filed as activators. 1.1% of 380,000 active; further: potency means the concentration at half of the fitted maximal effect; nearly all actives have a fitted effect of over 80% in size; some results filed as inactive show a strong effect at the top dose
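48 h compound treatment of MCF7-BRCA1-FFLuc cells (phenol-red free MEM, 37 °C), then 15 min with luciferase substrate and luminescence imaging.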
Integrin act MD: activators of alpha7 integrin expression for muscular dystrophy | alpha7betagal myoblasts, beta-gal FDG fluorescence, 48 h | Potency, µM (highest dose often 38.3 µM), for inactives: top-dose activation, usual class: activators | 0.064% of 350,000 active | AID 624291;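 further: potency means the concentration at half of the fitted maximal effect; 100% = response of the positive control SU9516; nearly all actives have a fitted effect of over 60% in size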
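alpha7betagal+/- myoblasts (passage 13, 250/well) treated 48 h at 37C with compounds at 1:260 dilution of DMSO stock. Lysed, then beta-galactosidase activity read as FDG fluorescence (ex 480/em 540) after 30 min, with pre-read for autofluorescence.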
uPA surface inh: cell surface uPA generation inhibition. Potency, µM (series often up to 38.3 µM), for the others: at the top dose activity change, negative = inhibition, usual class: inhibitors. cell surface uPA generation assay, qHTS. 0.31% of 330,000 active; active means well fitted inhibition curve with a large enough effect; inconclusive means small, poorly fitted or top-dose-only effect; inactive means no such curve, though single readings can be large or run the other way; tested in mouse RAW 264.7 cells; further: potency means the concentration at half of the fitted maximal effect; on the % scale 0 is the no-effect control and ±100 the full control effect; nearly all actives have a fitted effect of over 55% in size
Eya2 inh: Eya2 (human) phosphatase inhibition; AID 488837; 0.006% of 330,000 active; O00167; Potency, µM (highest dose often 76.9 µM), inactives show top-dose activity, negative = inhibition, usual class: inhibitors; recombinant Eya2, OMFP fluorescence dephosphorylation (OMFP is methylfluorescein phosphate); further: potency means the concentration at half of the fitted maximal effect; on the % scale 0 is the no-effect control and ±100 the full control effect
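Eya2 (0.2 uM) preincubated 10 min at ambient with compound, then OMFP substrate added at 50 uM; 10 min reaction in 50 mM HEPES pH 7.5, 50 mM NaCl, 5 uM MgCl2, 0.05% BSA, 1 mM DTT. Fluorescence read at Ex 485/Em 525 nm.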
USP2a inh: inhibitors of human ubiquitin-specific protease USP2a; O75604; USP2 core, Ub-CHOP2 coupled fluorogenic reporter, 485/531; Potency, µM (series often up to 38.3 µM), inactives show top-dose activity change, negative = inhibition, usual class: inhibitors; 0.01% of 330,000 active; AID 463254;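 further: potency means the concentration at half of the fitted maximal effect; plate controls were DMSO wells for no effect and full inhibition by NEM control for full effect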
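Cell-free coupled assay: 10nM USP2 core preincubated 30min RT with compound in Tris-HCl pH 8.0/CaCl2/CHAPS buffer, then 25nM Ub-CHOP2 and 25nM reporter substrate; fluorescence (Ex 485/Em 531) read after 60min RT, normalized to NEM inhibition, concentration-response curves fitted.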
S-ASM inh: inhibitors of human secretory acid sphingomyelinase; 0.006% of 340,000 active; placental ASM, HMU-PC fluorogenic substrate, 60 min; Potency, µM (titrated, usually from 57.5 µM), for inactives: at the highest dose activity change, negative = inhibition, actives largely listed as inhibitors; P17405; further: potency means the concentration at half of the fitted maximal effect
Target sequence (P17405 47-631 limits assumed): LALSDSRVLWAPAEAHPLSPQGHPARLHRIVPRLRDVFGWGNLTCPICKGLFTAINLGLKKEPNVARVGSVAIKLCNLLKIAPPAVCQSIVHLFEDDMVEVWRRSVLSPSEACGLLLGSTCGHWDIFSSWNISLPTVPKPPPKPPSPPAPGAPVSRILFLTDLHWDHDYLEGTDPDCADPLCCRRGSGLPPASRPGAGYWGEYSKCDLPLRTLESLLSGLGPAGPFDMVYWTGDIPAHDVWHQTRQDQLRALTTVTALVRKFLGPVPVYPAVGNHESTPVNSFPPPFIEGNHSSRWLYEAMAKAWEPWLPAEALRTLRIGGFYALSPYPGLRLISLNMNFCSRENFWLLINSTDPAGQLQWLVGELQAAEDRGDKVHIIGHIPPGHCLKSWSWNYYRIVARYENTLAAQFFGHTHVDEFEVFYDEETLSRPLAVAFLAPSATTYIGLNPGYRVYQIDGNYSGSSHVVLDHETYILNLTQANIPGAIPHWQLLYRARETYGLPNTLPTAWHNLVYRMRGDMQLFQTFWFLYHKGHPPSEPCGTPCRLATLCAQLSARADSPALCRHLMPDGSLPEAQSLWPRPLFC
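Human placenta-derived ASM preincubated with compound 10 min at room temperature, then reacted with 9 uM (final) fluorogenic HMU-PC substrate for 60 min at 37 C. Stop solution raises pH to 10; fluorescence read at Ex 386/Em 447 nm.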
TRPV1 ag: human TRPV1 agonism; Q8NER1; TRPV1-expressing cells, Fluo-8 calcium influx, agonist mode; activation, % at 8.33 µM; 0.19% of 320,000 active; in the data active means activation above about 80%; inconclusive means between about 30% and that limit; further: 0% is about no effect
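TRPV1-expressing cells were cultured overnight at 35.5C and loaded with Fluo-8 calcium dye for 40 to 90 min at room temperature. After a 10 s baseline, compound was added and calcium influx was read kinetically for 3 min (ex 480/em 520 nm).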
* = called active by the depositor; u = inconclusive; x = not tested or not shown; [ ] = remark or other dose. Unless noted, the call rests on the fitted dose curve; in most records, active means well fitted curve in the direction sought with a large enough effect; inconclusive means small, poorly fitted or top-dose-only effect, or another doubt; inactive means no such curve, though single readings can be large; an effect the other way counts as inactive or inconclusive.

SMILES	ELG1 genotox	PTAP TSG101 blk	B2AR arrestin	p53 reactivator	BRCA1 expr up	Integrin act MD	uPA surface inh	Eya2 inh	USP2a inh	S-ASM inh	TRPV1 ag
O=C(NCc1ccccc1)c1ccccc1Br	2.8%	-3.4%	0.1%	28.6%	0.5%	6.6%	2.3%	2.3%	2.9%	8.5%	-1.7
CC(C)NCC(O)COC1CCC(C(C)(C)C)CC1 (stereo not drawn)	-8.8%	-1.6%	-0.1%	12.7%	-68.1%	-70.1%[inhibitor]	-5.4%	-1.4%	-6.3%	-4.9%	-4.3
COc1ccc(S(=O)(=O)N2CCN(C(=O)C3CCCO3)CC2)cc1 (stereo not drawn)	1.3%	-1.1%	-0.2%	-13.1%	-6.5%	10.7%	6.9%	3.0%	1.0%	2.4%	-0.9
COc1ccc(NC(=O)c2cccc(S(=O)(=O)Nc3ccc(Br)cc3)c2)cn1	-3.9%	-7.1%	-0.6%	3.0%	-47.2%	-20.3%	-4.3%	-1.3%	2.3%	-22.6%	-1.5
CCOC(=O)Cc1csc(NC(=O)c2cc(=O)c3ccccc3o2)n1	-2.7%	-2.7%	-0.1%	4.1%	53.9%	22.6%	-8.5%	0.5%	0.3%	-5.7%	-1.3
c1ccc(-c2cc3c(N4CCCC4)ncnc3s2)cc1	1.2%	-3.4%	-0.1%	0.2%	-27.9%	u	-8.7%	-7.1%	0.4%	4.5%	u
O=C1CN(C(=O)COc2ncnc3ccccc23)c2ccccc2N1	8.4%	-1.1%	-0.3%	-5.9%	6.4%	24.4%	-4.5%	8.1%	0.9%	3.3%	-0.7
Clc1ccc(COn2c(-c3ccc(Cl)cc3Cl)nc3ncccc32)cc1	-11.2%	0.0%	-0.3%	-3.4%	-36.0%	-36.7%	2.4%	-17.6%	-0.7%	-17.8%	-0.9
CCCOc1cccc(-c2cc(-c3n[nH]c(=S)n3CC)c3ccccc3n2)c1	-3.4%	-2.5%	0.0%	-0.3%	-28.6%	-18.0%	x	-11.5%	-5.2%	-6.8%	x
Cn1c(=O)[nH]c(=O)c2c1nc(Br)n2CCSc1nc2ccccc2o1	-7.0%	-14.8%	0.0%	0.4%	-23.4%	-18.2%[7.66 µM]	x	7.8%	1.3%	1.8%	0.9
Cc1occc1-c1nnc(SCC(=O)N2CCc3ccccc32)o1	1.5%	4.7%	-0.1%	-2.8%	-24.9%	0.0%	-3.3%	11.3%	1.5%	0.1%	-4.5
CC(C)COc1ccc(C(=O)Nc2ccc(NC(=O)c3ccco3)cc2)cc1	5.4%	2.5%	-0.3%	-0.8%	27.8%	-64.9%[inhibitor]	2.1%	-17.1%	2.8%	-2.0%	0.1
CCN(CC(=O)Nc1ccc(C(=O)Nc2ccc(OC)cc2)cc1)Cc1nc2ccccc2c(=O)[nH]1	-4.9%	-0.1%	-1.1%	4.7%	18.9%	-2.0%	10.6%	-2.1%	1.2%	-9.7%	-0.4
COc1cccc(/C=C/C(=O)NCC2CCCCC2)c1	x	-0.8%	x	x	53.3%	4.3%	-11.3%	x	x	-2.3%	x
O=S(=O)(c1ccc(F)cc1)N1CCC2(CC1)OCCN2S(=O)(=O)c1cccs1	2.7%	-4.6%	0.0%	9.8%	-28.2%	10.8%	-6.6%	u	-1.1%	0.0%	2.0

Single entries from above.
CCN(CC(=O)Nc1ccc(C(=O)Nc2ccc(OC)cc2)cc1)Cc1nc2ccccc2c(=O)[nH]1 – PTAP TSG101 blk: -0.1%
CCOC(=O)Cc1csc(NC(=O)c2cc(=O)c3ccccc3o2)n1 – p53 reactivator: 4.1%

Arranged by the number under BRCA1 expr up (highest first): 4 of the compounds above
structure,PTAP TSG101 blk,B2AR arrestin,p53 reactivator,BRCA1 expr up,Integrin act MD,uPA surface inh,Eya2 inh,S-ASM inh,TRPV1 ag
CCOC(=O)Cc1csc(NC(=O)c2cc(=O)c3ccccc3o2)n1,-2.7%,-0.1%,4.1%,53.9%,22.6%,-8.5%,0.5%,-5.7%,-1.3
c1ccc(-c2cc3c(N4CCCC4)ncnc3s2)cc1,-3.4%,-0.1%,0.2%,-27.9%,u,-8.7%,-7.1%,4.5%,u
Clc1ccc(COn2c(-c3ccc(Cl)cc3Cl)nc3ncccc32)cc1,0.0%,-0.3%,-3.4%,-36.0%,-36.7%,2.4%,-17.6%,-17.8%,-0.9
CC(C)NCC(O)COC1CCC(C(C)(C)C)CC1 (stereo not drawn),-1.6%,-0.1%,12.7%,-68.1%,-70.1%[inhibitor],-5.4%,-1.4%,-4.9%,-4.3

The list goes on.
SMILES	ELG1 genotox	PTAP TSG101 blk	B2AR arrestin	p53 reactivator	BRCA1 expr up	Integrin act MD	uPA surface inh	Eya2 inh	USP2a inh	S-ASM inh	TRPV1 ag
CC(C)C[C@H](NC(=O)c1nc[nH]c1C(=O)N(C)Cc1ccccc1)C(=O)OCc1ccccc1	-0.6%	-4.7%	0.3%	-1.5%	-45.3%	-6.0%	-9.6%	-15.7%	-10.7%	-1.7%	26.1
CCCCn1c(N)c(N(CC(C)C)C(=O)C2CC(=O)N(Cc3ccco3)C2)c(=O)[nH]c1=O (stereo not drawn)	0.3%	-5.7%	0.0%	2.3%	21.3%	11.5%	0.7%	-1.6%	3.7%	9.4%	0.6
Cc1ccc2c(cnn2C(=O)CCC(=O)NC2CCCC2)c1	4.7%	0.1%	-1.8%	3.8%	4.0%	16.6%	u	-10.2%	1.9%	-8.6%	8.7
Cc1noc(NS(=O)(=O)c2ccc(N/C=C/C(=O)c3ccncc3)cc2)c1C	2.8%	-3.0%	0.0%	-3.5%	-7.2%	22.7%	x	21.3%	1.3%	-0.2%	-2.1
CCC(C)(C(=O)NC1CCCC1)N(C(=O)c1ccccn1)c1ccc(C)cc1 (stereo not drawn)	-0.6%	5.2%	0.2%	-1.2%	-11.2%	6.6%	-0.1%	-7.3%	3.7%	5.2%	-2.1
COc1ccc(C)cc1NC(=O)C(OC(=O)Cn1cnc2c1c(=O)n(C)c(=O)n2C)c1ccccc1 (stereo not drawn)	7.0%	-3.3%	0.3%	-1.2%	-28.7%	3.5%	-0.2%	-5.7%	0.8%	-1.5%	0.3
COCCNc1nc2nonc2nc1N1CCC(N(C)C)C1 (stereo not drawn)	0.6%	-5.0%	0.0%	1.1%	10.2%	16.2%	11.4%	-2.7%	-5.4%	3.7%	-1.8
CCOC(=O)c1ccccc1-c1csc(N)n1	3.8%	-2.7%	-0.2%	-2.1%	-18.9%	6.6%	2.2%	-14.8%	-1.0%	11.4%	1.0
C=CC[C@@H](Cc1ccc(F)cc1)C(=O)OC[C@H]1CCCN1C(=O)[C@@H](CC=C)CC(=O)N[C@H](CO)Cc1ccccc1	-9.2%	x	0.0%	17.2%	-41.7%	-18.8%	u	-23.9%	-1.0%	-9.4%	x
Cc1cc2ccccc2c(=O)n1CC(=O)NCC(=O)N1CCN(c2ccccc2)CC1	-4.6%	-12.8%	0.0%	-14.5%	-18.5%	16.5%	-3.6%	-5.3%	5.1%	-0.8%	2.8
O=C(COc1ccc2c(c1)OCO2)NCc1cccs1	8.3%	-3.5%	-0.3%	12.5%	14.6%	-17.9%	-1.0%	-5.4%	2.7%	2.6%	x
CCCCNC(=O)Cn1nc(C)c(S(=O)(=O)N2CCOCC2)c1C	0.8%	-1.0%	0.0%	2.2%	-4.8%	25.0%	2.5%	0.3%	0.1%	5.0%	-3.8
Cc1ccc(C(=O)Nc2ccccc2Oc2ccccc2)cc1[N+](=O)[O-]	-7.0%	-4.3%	0.2%	1.0%	-49.7%	-12.9%	6.2%	-3.7%	-1.9%	-11.2%	11.9
O=C(CSc1nccn1Cc1ccco1)Nc1ccccc1F	u	-1.3%	-0.1%	15.7%	28.1%	-10.3%	-1.9%	4.5%	-1.7%	3.2%	-0.3
COCCCn1c2nc3ccccc3nc2c2c(=O)n(Cc3cccs3)cnc21	-0.2%	x	-0.3%	1.3%	x	x	x	13.2%	3.5%	x	-6.3
CCCOc1ccc(N2C(=O)C3ON(c4ccccc4)C(CCC)C3C2=O)cc1 (stereo not drawn)	-0.5%	-0.8%	-0.3%	0.2%	-2.9%	11.1%	-5.9%	13.0%	-0.6%	-1.1%	4.1
O=C(Nc1ccc2c(c1)OCCO2)c1c(F)cccc1F	3.26µM*	x	-0.1%	22.4µM*	2.51µM*	9.9%	u	-33.8%	4.3%	-2.6%	7.2
